# AID2073 – disruptors of CaV2.2 binding to Mint1 – biochemical, HTRF (AID 2073). HTRF protein-protein interaction, Mint1-CaV2.2; higher % means a stronger effect. one-dose inhibition, % at 20 µM; IC50 in µM for titrated hits. 0.19% of 290,000 active; in the data active = inhibition mostly above about 51%, no sharp cut-off; inconclusive = no clear call, values can overlap the other calls; inactive = mostly below about 53%; note: some results filed as inactive read as strong as hits
# WT yeast gro inh – growth inhibition of WT yeast, mitochondrial fusion screen | 2.1% of 190,000 active | inhibition, % at 10 µM | mitochondrial fusion phenotypic screen, WT strain; in the data active = inhibition above about 58%; tested in S. cerevisiae
# GPR35 arrestin U2OS – GPR35 antagonists blocking zaprinast-driven arrestin recruitment, primary screen, imaging, U2OS, beta-arrestin-GFP, zaprinast agonist (AID 2058); 0.052% of 290,000 active; inhibition, % at 10 µM, or IC50 in µM where a hit was titrated; U2OS GPR35 beta-arrestin-GFP translocation imaging, zaprinast antagonism; higher % means a stronger effect;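 active = inhibition of at least 50% with at least 30 cells and total cytoplasm GFP at most 10,000,000; inconclusive = under 30 cells or total GFP of 10,000,000 plus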
# RSV antiviral HEp-2 – inhibition of RSV-induced cytopathic effect – HEp-2 cells, primary 10 µM value included (AID 2391). one-dose CPE inhibition, % at 10 µM; IC50 in µM for titrated hits. HEp-2 cells, RSV-induced CPE inhibition; higher % means a stronger effect. 0.13% of 310,000 active; in the data active = a potency from the dose series; inconclusive = CPE inhibition mostly from about 23% at the one dose, without a potency; inactive = the rest, 99 in 100 with CPE inhibition below about 21%; note: strong numbers were not always called active
# LYP inhibition – PTPN22 lymphoid phosphatase activity blockers – biochemical, fluorescence intensity, uHTS (AID 1779) | 0.054% of 290,000 active | one-dose inhibition, % at 11.5 µM; IC50 in µM for titrated hits | recombinant LYP phosphatase, fluorescence intensity; higher % means a stronger effect; in the data active = inhibition above about 50%;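 note: plate controls were vehicle with enzyme for no effect and no enzyme for full effect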
# UTI89 phage lysis – protection from phage-mediated lysis, alamar blue read-out – E. coli UTI89, K1F phage, bacterial capsule biogenesis inhibitors (AID 488966) | E. coli UTI89 K1F phage lysis, alamar blue, 2 h; higher % means a stronger effect | inhibition, % at 100 µM; hits with a dose series show IC50 in µM | 0.02% of 340,000 active;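 active = phage lysis inhibition, versus mean bacterial control, above a set limit; inconclusive = no clear call, values can overlap the other calls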;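 note: capsule biogenesis inhibitors block K1F phage lysis so surviving cells raise fluorescence; higher fluorescence means more inhibition of phage lysis; actives were called in the ten point dose series up to 300 µM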
# NTR1 ag – NTR1-driven beta-arrestin-GFP spot formation – imaging, U2OS cells, high content, primary screen (AID 493036); P30989; agonist mode; activation, % at 20 µM; 0.17% of 330,000 active;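 active = activation at or above 40% of the spot to cytoplasm intensity ratio, with at least 20 cells analyzed; inconclusive = wells under 20 cells, flagged as cytotoxic or low count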;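 note: 0% = DMSO without peptide and 100% = 100 nM NTR1 peptide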
# Target sequence (P30989 whole entry, looked up): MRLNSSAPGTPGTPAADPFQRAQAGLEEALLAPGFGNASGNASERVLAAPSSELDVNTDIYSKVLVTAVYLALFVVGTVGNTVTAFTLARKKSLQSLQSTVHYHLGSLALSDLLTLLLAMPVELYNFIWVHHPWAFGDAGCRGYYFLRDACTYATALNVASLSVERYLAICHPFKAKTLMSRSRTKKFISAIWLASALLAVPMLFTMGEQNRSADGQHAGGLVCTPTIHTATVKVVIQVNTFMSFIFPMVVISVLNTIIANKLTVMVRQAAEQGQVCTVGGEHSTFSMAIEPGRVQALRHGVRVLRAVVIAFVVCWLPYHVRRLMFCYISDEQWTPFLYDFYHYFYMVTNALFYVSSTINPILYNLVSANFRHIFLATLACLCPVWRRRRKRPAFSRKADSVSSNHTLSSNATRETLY
# Dengue-2 NS5 capping – flavivirus cap methylation enzyme inhibition – biochemical, confirmation dose response, primary screen (AID 588689) | Dengue-2 NS5 methyltransferase capping enzyme assay, biochemical; higher % means a stronger effect | inhibition, % at 25 µM; hits with a dose series show IC50 in µM | 0.3% of 340,000 active; in the data active = a potency from the dose series; inconclusive = inhibition above about 29% without an active follow-up result
# Autophagy mod – alters autophagy in cells. MEF GFP-LC3 puncta imaging; test concentration mostly 10 µM. calls only at 10 µM (by protocol). 0.98% of 190,000 active;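 active = percentage of spot-positive cells more than 3 SD above its plate mean, without a fluorescence outlier flag or 80% toxicity; inconclusive = no clear call, values can overlap the other calls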;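 note: spot-positive cell cutoff set from DMSO-treated cells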
# WT yeast gro inh mutant strain – also measured in WT yeast gro inh; calls as there; inhibition, %; mitochondrial fusion phenotypic screen, mutant strain inhibition
# Autophagy mod cell loss 18 h – second read-out of Autophagy mod, no call of its own (marks repeat the call); toxicity, %; measured here: cell loss, nuclei count;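 cell loss after 18 h compound exposure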
# NTR1 ag cell count 20 µM – second read-out of NTR1 ag, no call of its own (marks repeat the call); cell count; measured here: cell count, cytotoxicity flag
# Dengue-2 NS5 capping pilot replicate – further read-out of Dengue-2 NS5 capping, marked with its call; inhibition, %; measured here: pilot screen replicate inhibition
# Active calls of the source: *; i = inactive; ? = inconclusive; · = not tested or not shown; + = active, no number; [ ] = dose if it differs, or a comment. An unsorted share of the library; any-hit rate near 2.6%.
SMILES,AID2073,WT yeast gro inh,WT yeast gro inh mutant strain,GPR35 arrestin U2OS,RSV antiviral HEp-2,LYP inhibition,UTI89 phage lysis,NTR1 ag,NTR1 ag cell count 20 µM,Dengue-2 NS5 capping,Autophagy mod,Autophagy mod cell loss 18 h,others
CC1(C)OC2C(CO)OC(n3cnc4c(=S)nc[nH]c43)C2O1 (stereo not given),-25%,·,·,9%,2.9%,-4%,-0.2%,1.6,49,-14%,·,·,
COc1cccc(CCNC(=O)c2ccc(OC)c(OC3CCN(C(C)C)CC3)c2)c1,12%,·,·,1%,-0.4%,-4%,0.0%,-1.0,62,-8%,·,·,
Cc1ccc(SCC(=O)OCC(=O)N(C)CC(=O)Nc2ccc(F)cc2)cc1,·,·,·,·,-1.0%,·,0.1%[50 µM],2.0,63,-4%,·,·,
CN1CCN(c2nc(-c3cccnc3)nc3scc(-c4ccccc4)c23)CC1,-2%,15,4,-7%,-2.3%,1%,0.6%,4.9,57,-3%,i,0,
CC1=CCC(C(C)(C)NC(=O)c2ccccc2)C/C1=N\O (stereo not given),·,·,·,·,1.0%,·,0.7%,-0.7,66,-9%,i,-9,
CCCn1c(SC(C(=O)Nc2cccc(OC)c2)c2ccccc2)nc2ccccc2c1=O (stereo not given),15%,8,7,10%,0.9%,-5%,3.6%,4.5,44,-1%,i,16,
Cc1ccccc1NC(=O)CNc1ccccc1C(=O)NCc1ccco1,14%,-8,2,18%,1.4%,-10%,0.2%,1.0,61,-4%,i,-6,
NC(=O)c1sc2nc3c(cc2c1N)CCCCCC3,-37%,·,·,19%,·,-1%,-0.7%,2.5,32,-1%,·,·,
O=C(O)C1CCN(C(=O)COc2ccc3c(c2)oc(=O)c2ccccc23)CC1,26%,·,·,3%,1.7%,-12%,5.7%,1.4,80,-5%,·,·,
COc1cc(NC(=O)CN2C(=O)COc3ccc(S(=O)(=O)N4CCCCC4)cc32)cc(OC)c1,12%,·,·,25%,3.1%,-8%,0.2%,0.7,52,-28%,·,·,
COc1ccc(CNC(=O)C2CCCN(S(=O)(=O)c3cccc4nsnc34)C2)cc1 (stereo not given),3%,·,·,5%,4.1%,-7%,0.1%,-1.6,57,6%,·,·,
CN(CC(=O)Nc1ccc(Cl)cc1)C(=O)CNC(=O)c1cccs1,·,·,·,·,-0.2%,·,0.7%[50 µM],3.8,50,-8%,·,·,
CCCN(CCC)CCCNC(=O)c1cc2c(=O)n(C)c3ccccc3c2n1C,2%,14,1,6%,-2.9%,-10%,4.6%,3.6,42,3%,i,2,
O=C(NCCCn1ccnc1)c1ccc(Cl)c(S(=O)(=O)N2CCOCC2)c1,-5%,-2,8,-19%,-1.0%,-8%,1.8%,-0.5,50,-6%,i,21,
CCOC(=O)N1CCC(NC(=O)CN2C(=O)C(CC)Oc3ccc(C)cc32)CC1 (stereo not given),-3%,13,8,-1%,3.2%,-2%,2.4%,0.0,50,2%,i,11,

# Reprinted from the listing, seven compounds:
SMILES,AID2073,WT yeast gro inh,WT yeast gro inh mutant strain,GPR35 arrestin U2OS,RSV antiviral HEp-2,LYP inhibition,UTI89 phage lysis,NTR1 ag,NTR1 ag cell count 20 µM,Dengue-2 NS5 capping,Autophagy mod,Autophagy mod cell loss 18 h,others
CC1(C)OC2C(CO)OC(n3cnc4c(=S)nc[nH]c43)C2O1 (stereo not given),-25%,·,·,9%,2.9%,-4%,-0.2%,1.6,49,-14%,·,·,
COc1cccc(CCNC(=O)c2ccc(OC)c(OC3CCN(C(C)C)CC3)c2)c1,12%,·,·,1%,-0.4%,-4%,0.0%,-1.0,62,-8%,·,·,
Cc1ccc(SCC(=O)OCC(=O)N(C)CC(=O)Nc2ccc(F)cc2)cc1,·,·,·,·,-1.0%,·,0.1%[50 µM],2.0,63,-4%,·,·,
CN1CCN(c2nc(-c3cccnc3)nc3scc(-c4ccccc4)c23)CC1,-2%,15,4,-7%,-2.3%,1%,0.6%,4.9,57,-3%,i,0,
CC1=CCC(C(C)(C)NC(=O)c2ccccc2)C/C1=N\O (stereo not given),·,·,·,·,1.0%,·,0.7%,-0.7,66,-9%,i,-9,
CCCn1c(SC(C(=O)Nc2cccc(OC)c2)c2ccccc2)nc2ccccc2c1=O (stereo not given),15%,8,7,10%,0.9%,-5%,3.6%,4.5,44,-1%,i,16,
Cc1ccccc1NC(=O)CNc1ccccc1C(=O)NCc1ccco1,14%,-8,2,18%,1.4%,-10%,0.2%,1.0,61,-4%,i,-6,

# (continued)
SMILES,AID2073,WT yeast gro inh,WT yeast gro inh mutant strain,GPR35 arrestin U2OS,RSV antiviral HEp-2,LYP inhibition,UTI89 phage lysis,NTR1 ag,NTR1 ag cell count 20 µM,Dengue-2 NS5 capping,Autophagy mod,Autophagy mod cell loss 18 h,others
COc1ccc(NCc2nnc(SCC(=O)c3ccc(OC)cc3)n2C)cc1,-15%,11,-3,-4%,-2.4%,4%,-0.5%,-1.5,98,2%,i,1,
C=CCOc1cccc(C(=O)Nc2ncn[nH]2)c1,24%,·,·,-6%,1.1%,-6%,1.1%,-0.7,61,·,·,·,
CC[C@@H](C(=O)n1nc(C)cc1C)[C@H](NS(=O)(=O)c1ccc(C)cc1)c1ccccc1,-12%,-11,-5,1%,0.8%,4%,-0.2%,3.9,63,1%,i,-1,
COc1ccc(S(=O)(=O)N2CCOC2CNC(=O)C(=O)NCCCN(C)C)cc1C (stereo not given),-9%,·,·,12%,1.5%,-7%,2.8%[50 µM],0.4,65,-3%,·,·,
Cc1ccc(S(=O)(=O)N2CC(C)C(=O)CC2C)cc1 (stereo not given),-7%,·,·,1%,1.6%,-11%,0.1%,-0.9,58,4%,·,·,
Cc1noc(C)c1COc1cccc(C(=O)Nc2ccccc2)c1,·,·,·,·,1.8%,·,0.7%[50 µM],-0.3,65,12%,·,·,
Clc1nc(CN2CCCCC2)nc2sc3c(c12)CCCC3,-7%,16,25,0%,0.6%,-5%,-0.4%,9.1,32,-27%,i,-4,
COCCn1c(SC(C)C(=O)NCC2CCCO2)nc2scc(-c3ccc(F)cc3)c2c1=O (stereo not given),·,·,·,·,0.0%,·,0.7%[50 µM],0.1,70,0%,·,·,
CCN(CC)C(=O)c1ccc(NS(=O)(=O)c2ccc(/C=C/C(=O)O)cc2)cc1,-8%,18,5,-1%,0.7%,-5%,0.4%,1.4,73,2%,i,8,
COc1ccccc1OCc1ccc(C(=O)N/N=C/c2ccco2)cc1,-3%,-10,-2,-12%,1.1%,-2%,0.9%[50 µM],-0.6,74,-2%,i,-25,
CCCCC(=O)N/N=C(\C)c1cccc(NC(=O)C2CC2)c1,-6%,-7,-5,-12%,1.2%,-1%,0.2%[50 µM],1.3,45,-3%,i,2,
Cc1ccccc1/C=N/n1c(C2CCCCC2)n[nH]c1=S,-25%,·,·,-6%,2.0%,-2%,2.1%[50 µM],3.6,70,-12%,·,·,
COc1ccc(NC(=O)Nc2c(C)n(C)n(-c3ccccc3)c2=O)cc1,4%,-5,-1,-6%,1.5%,-4%,-1.4%,-0.6,91,-12%,i,-11,
O=C(NCCCC1CCCC1)C1CCC(=O)N(Cc2cccc(F)c2)C1 (stereo not given),22%,·,·,-6%,6.3%,-7%,-0.1%,0.7,58,-1%,·,·,
COc1ccc(C(CC(=O)N2CCN(c3ccccc3)CC2)c2c(OC)cc(OC)c3ccc(=O)oc23)cc1 (stereo not given),23%,·,·,5%,6.8%,0%,0.0%,-5.0,90,-4%,·,·,
COCCCNC(=S)NNC(=S)Nc1cccc(Cl)c1,-28%,·,·,1%,·,-2%,·,-0.7,34,·,·,·,
Cc1ccc(CN2CCC(CNC(=O)Nc3ccccc3F)CC2)cc1,14%,·,·,-3%,-0.7%,-5%,0.3%,-0.8,78,-2%,·,·,
COc1ccc(C2(c3ccc(OC)cc3)NC(=O)N(CC(=O)N(C)C3CCC(C)CC3)C2=O)cc1 (stereo not given),·,·,·,·,0.5%,·,0.0%[50 µM],8.6,63,1%,·,·,
O=S(=O)(Nc1cccc(-c2nc3cccnc3s2)c1)c1ccc2c(c1)OCCO2,25%,68*,22*,-3%,14%,0%,-3.7%,-2.2,68,-8%,i,-6,
Cc1cnc(NC(=O)c2ccc3c(c2)C(=O)N(Cc2cccnc2)C3=O)s1,12%,·,·,1%,1.4%,-13%,1.1%[50 µM],-0.7,62,-1%,·,·,
COc1cc(C(=O)NC(C)c2cccc3ccccc23)cc(OC)c1OC (stereo not given),-2%,·,·,10%,0.5%,-6%,0.2%,0.2,75,3%,·,·,
COc1ccc(NC(=O)C(=O)NNC(=O)c2ccc(Cl)cc2Cl)cc1,19%,·,·,6%,2.6%,-7%,0.4%,1.0,43,-9%,·,·,
CCc1noc(C)c1C(=O)OCC(=O)NC(=O)c1ccccc1OC,8%,·,·,-7%,2.0%,-12%,0.2%,-0.4,78,2%,·,·,
CCN1CC=C2C(C#N)=C(N)C(C#N)(C#N)C(CCc3ccccc3)C2C1 (stereo not given),20%,6,-3,90%*,-0.2%,-11%,-1.0%,-4.8,84,?,+,9.1*,
COc1ccc(C(=O)NCCc2nnc3ccc(SCC(=O)N4CCCC4)nn23)cc1,1%,·,·,-1%,1.0%,-4%,0.6%[50 µM],-0.1,63,-8%,·,·,
CC(C)(NC(=O)NC(CO)c1ccccc1)c1cccc(C(C)(C)NC(=O)NC(CO)c2ccccc2)c1 (stereo not given),·,·,·,·,-0.1%,·,-0.3%,-0.8,80,3%,·,·,
CC(=O)c1ccc(S(=O)(=O)Nc2cccc(-c3ccc4nncn4n3)c2)cc1,4%,-11,-22,-16%,2.1%,-4%,0.1%,-0.7,81,-2%,i,29,
O=C(CNC(=O)c1cn2ccccc2n1)Nc1ccc(F)c(F)c1,·,·,·,·,-0.4%,·,0.3%[50 µM],-0.5,61,4%,·,·,
COc1ccccc1NC(=O)N1CCCC1C(=O)NCc1ccc(F)cc1 (stereo not given),-4%,15,10,-4%,1.8%,-2%,1.5%,0.9,77,-6%,i,1,
COc1ccc(OC)c(N=c2oc3c(OC)cccc3cc2C(=O)NCc2ccco2)c1,58%,·,·,-1%,0.3%,-1%,0.7%,5.0,70,-10%,·,·,Dengue-2 NS5 capping pilot replicate=-5.8
Cc1ccc(CCNC(=O)c2sc3nc4n(c(=O)c3c2C)CCC4)cc1,-4%,·,·,3%,0.7%,-8%,-0.2%,3.4,55,-14%,·,·,
CCOc1ccc(OCCC(=O)N(CCC2=CCCCC2)c2c(N)n(Cc3ccccc3)c(=O)[nH]c2=O)cc1,·,·,·,·,-1.4%,·,0.0%,3.4,78,-12%,·,·,
CC(C(=O)Nc1ccccc1F)N1C(=O)c2ccccc2C1=O (stereo not given),-7%,5,-12,12%,3.4%,-6%,0.4%,0.2,50,4%,i,5,
